Assay outcomes deposited in PubChem by several laboratories.
Cardio protect: modulators protecting cardiomyocytes from myocardial damage; H9c2 cardiomyocytes, H2O2 injury protection, ATPLite, 2 h; protection from H2O2 cell death, % at 20 µM; 360,000 compounds, 0.63% hits; AID 588492;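 active means compounds giving at least 50% protection of heart cells from peroxide-induced death in the single-dose screen, raw or plate-pattern-corrected value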;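 further: 0% = DMSO wells with peroxide and 100% = DMSO wells without peroxide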
MC4R antag cAMP: antagonists of human melanocortin 4 receptor (MC4R). P32245. MC4R-expressing cells, MTII-stimulated cAMP, LANCE TR-FRET. inhibition, % at 6.5 µM. 360,000 compounds, 0.48% hits. AID 540295;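 active means inhibition above its plate's cutoff, the mean of tested wells on that plate plus 3 SD, cut at about 29% in these data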;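 further: 0% = Melanotan II alone and 100% = Melanotan II plus saturating MCL0020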
Target sequence (P32245 whole entry, looked up): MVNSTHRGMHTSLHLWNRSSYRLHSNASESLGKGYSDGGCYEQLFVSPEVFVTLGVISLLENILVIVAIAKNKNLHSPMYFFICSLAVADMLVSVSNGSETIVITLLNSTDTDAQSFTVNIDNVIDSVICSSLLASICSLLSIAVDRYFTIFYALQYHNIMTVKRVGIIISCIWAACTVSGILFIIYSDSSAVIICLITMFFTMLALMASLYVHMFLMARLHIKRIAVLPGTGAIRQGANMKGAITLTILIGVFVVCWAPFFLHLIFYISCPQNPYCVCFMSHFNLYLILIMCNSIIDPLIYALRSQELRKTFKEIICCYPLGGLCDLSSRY
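System: U2OS cells stably expressing human melanocortin 4 receptor (MC4R). Reagent: Melanotan II challenge after compound preincubation. Doses: 6.5 µM. Times: 30-min compound, 1-h challenge, 1-h detection, room temperature. Measured by: TR-FRET with Eu-cAMP and labeled anti-cAMP, 671 nm. Replicates: singlicate.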
MC4R barr agon: activates human MC4R beta-arrestin recruitment; 360,000 compounds, 0.98% hits; P32245; U2OS MC4R beta-arrestin complementation, luminescence; percent of melanotan II response, DMSO zero; activation, % at 8.9 µM;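 active means activation above a per-plate cutoff, the mean activation of sample wells on that plate plus 3 SD, cut at about 8% in these data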
aDG glyco up: increases alpha dystroglycan glycosylation; Pro5-aDG cells, alpha-DG glycosylation AlphaScreen (IIH6); 0% Pro5, 100% B10-LARGE cell signal; AID 624168; 360,000 compounds, 0.22% hits; activation, % at 10 µM;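 active means activation of at least 8% versus controls, or a plate z-score of at least 8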;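 further: Pro5 are CHO cells carrying HIG-tagged alpha-DG that lacks glycosylation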
Exocytosis inh: blocks lytic granule exocytosis; TALL-104 LAMP-1 surface exposure, flow cytometry; cells stimulated with thapsigargin and PMA; inhibition, % at 10 µM; 360,000 compounds, 0.66% hits; AID 651702;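 active means inhibition above about 55%, limit read from the data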
m5-HT2A agonist: agonists of mouse serotonin 5-HT2A receptor (HTR2A) | P35363 | CHO-K1 mHTR2A beta-arrestin complementation, luminescence; percent of 30 µM serotonin response | activation, % at 7.6 µM | 360,000 compounds, 0.66% hits | AID 624169;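 active means activation above a run cutoff, the mean activation of all tested compounds plus 3 SD, cut at about 14% in these data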;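 further: 0% = plate median of compound wells and 100% = 30 µM serotonin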
Target sequence (P35363 whole entry, looked up): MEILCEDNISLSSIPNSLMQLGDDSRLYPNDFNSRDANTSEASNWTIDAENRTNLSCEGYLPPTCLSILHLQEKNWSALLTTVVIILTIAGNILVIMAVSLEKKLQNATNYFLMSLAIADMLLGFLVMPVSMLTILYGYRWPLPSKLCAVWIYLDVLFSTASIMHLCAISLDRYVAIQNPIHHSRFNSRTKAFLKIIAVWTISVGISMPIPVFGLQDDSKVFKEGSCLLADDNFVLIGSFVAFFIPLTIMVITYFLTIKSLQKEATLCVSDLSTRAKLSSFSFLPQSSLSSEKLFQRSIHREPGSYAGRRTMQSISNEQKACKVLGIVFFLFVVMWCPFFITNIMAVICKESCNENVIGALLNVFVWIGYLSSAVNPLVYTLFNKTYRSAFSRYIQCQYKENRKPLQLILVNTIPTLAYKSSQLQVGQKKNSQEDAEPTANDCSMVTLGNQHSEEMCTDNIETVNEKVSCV
Glyco luc inh: blocks N-linked glycosylation in D54 reporter cells; 360,000 compounds, 0.23% hits; D54 ERlucT glycosylation luciferase reporter, 24 h; percent of 100 nM tunicamycin response; reporter increase, % at 12.5 µM; AID 588692;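 active means mean luciferase reporter signal, scaled so untreated is 0 and the glycosylation-blocking control 100, at or above a set limit in every replicate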;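 further: luciferase carries N-glycosylation sites so blocking glycosylation raises the light; 0% = median of neutral control wells and 100% = median of 100 nM tunicamycin wells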
ABCB6 inh MLPCN: human ABCB6 transporter inhibition. fluorescence ratio to DMSO, % at 10 µM. AID 602162. 360,000 compounds, 0.19% hits. Q9NP58. K562-ABCB6 porphyrin accumulation, flow cytometry, 1 h; stronger effect = lower value;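 active means fluorescence ratio to DMSO below 75%, the collection mean minus 3 SD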;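 further: signal is porphyrin accumulated inside mitochondria; 100% equals median channel fluorescence of DMSO control wells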
iPSC survival up: hiPSC single-cell survival enhancement. survival enhancement, % at 20 µM. ATPlite luminescence; 100% = ROCK inhibitor wells, 0% = DMSO. 360,000 compounds, 0.044% hits. AID 602274; in the data active means survival enhancement above about 18%;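 further: cells exposed to compounds for 16 hours before the ATP read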
ABHD5-PLIN5 inh: blocks binding of human ABHD5 to perilipin-5. Split G. princeps luciferase complementation, luminescence, 4 h. inhibition, % at 4 µM. 360,000 compounds, 0.78% hits;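 active means inhibition above the mean inhibition across every tested compound plus 3 SD, cut at about 22% in these data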;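 further: 0% = DMSO only wells and the 100% control is not disclosed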
Starred values were filed as active, the others as inactive; nt = no result given.

structure	Cardio protect	MC4R antag cAMP	MC4R barr agon	aDG glyco up	Exocytosis inh	m5-HT2A agonist	Glyco luc inh	ABCB6 inh MLPCN	iPSC survival up	ABHD5-PLIN5 inh
CCOC(=O)C(Cc1ccccc1)(Cc1ccccc1)C(C)=O	-4	13	1.1	-0.1	2	9	-3	109	0.6	-5
Cc1cc(C)c(C#N)c(SCC2COc3ccccc3O2)n1 (stereo not drawn)	-21	3	-0.6	0.0	10	-4	-3	102	0.5	-2
O=C(COC(=O)CN1C(=O)NC2(CCCCC2)C1=O)Nc1cc(F)ccc1F	-4	1	-1.2	-0.1	-3	3	3	101	-0.1	-9
Nc1c2c(nc3ccc(Br)cc13)N(Cc1ccccc1)CC2	-3	17	-2.0	-0.4	0	6	-5	103	-0.1	3
CC(=O)c1cnc2cc(-c3ccc(Cl)cc3)nn2c1C	-9	2	0.6	0.8	0	-2	1	109	0.1	5
Nn1c(SCC(=O)Nc2ccccc2F)nnc1-c1cccs1	10	2	-1.7	-0.1	-6	13	3	99	1.1	1
CC1=C(C(=O)NC2CC(C)(C)Cc3c2cnn3-c2cccc(F)c2)OCCO1 (stereo not drawn)	-4	-2	-1.1	0.2	4	7	-2	101	-0.2	5
COc1cc2c(cc1OC)C(c1cccnc1)CC(=O)N2 (stereo not drawn)	-7	0	-0.8	-0.2	0	-6	-4	97	-0.6	6
Cc1ccc(-c2nn(-c3ccccc3)cc2/C=C2\SC(=S)N(CCCCCC(=O)O)C2=O)o1	2	10	8.6*	-0.3	32	4	10	101	0.4	-3
Nc1ccc(-c2ccc(N)cc2C(F)(F)F)c(C(F)(F)F)c1	-11	3	-1.6	0.2	8	-1	-1	103	-1.4	-1
CCN(C(=O)COC(=O)c1cccc(-n2cnnn2)c1)C1CCCCC1	-4	-3	-0.7	-0.2	0	-4	3	100	-0.1	-6
CN1CCN(C(=O)c2ccc3c(=O)n(Cc4ccco4)c(=S)[nH]c3c2)CC1	4	3	0.0	-0.1	0	-4	0	101	0.5	3
Cc1ccc(C)c(NC(=O)c2cc(S(=O)(=O)N3CCCCC3)c[nH]2)c1	1	5	-1.3	0.1	-10	-5	-1	99	-0.4	-2
COc1ccc(-c2csc(NC(=O)C3CC(=O)N(c4ccc5c(c4)OCCO5)C3)n2)cc1 (stereo not drawn)	-6	15	1.7	0.5	1	0	-3	92	0.8	6
O=C(COC(=O)c1ccc2ncsc2c1)Nc1ccccc1Br	-3	6	0.8	-0.1	24	7	0	98	-0.3	-14
COC(=O)c1ccc(CSc2nc(C(F)(F)F)c3c(c2C#N)CCC3)o1	-5	1	-0.1	0.1	3	3	1	100	1.3	1
CC(=O)Nc1cccc(OCc2cccc([N+](=O)[O-])c2)c1	-1	-1	-2.9	0.0	-17	0	-1	98	-0.9	-1
CS(=O)(=O)Nc1ccccc1NS(C)(=O)=O	-1	-2	0.5	0.0	4	1	1	99	-0.8	18
O=C(CN(c1cccc(Cl)c1)S(=O)(=O)c1ccccc1)NN=C1CCCC1	4	3	2.0	-0.2	-2	1	3	103	1.5	-5
CC(=O)N1CCN(C(=O)c2cc(=O)c3ccccc3o2)CC1	-1	-6	-1.8	-0.1	-15	-1	2	92	-0.5	-7
CN1CCN(c2ccc(NC(=O)CSc3nnnn3-c3ccccc3F)cc2)CC1	6	5	-3.0	-0.2	4	-3	-1	105	5.2	5
CCCCn1c(N)c(N(CCOC)C(=O)CN(C)S(=O)(=O)c2ccc(Cl)cc2)c(=O)[nH]c1=O	5	0	-4.1	-0.1	0	0	nt	99	-0.5	2
CSCc1c(C(=O)Nc2ccc(N3CCOCC3)cc2)oc2ccccc12	17	5	1.3	0.5	-7	-8	3	102	2.3	1
CC(C)C(NS(=O)(=O)c1cccs1)C(=O)N1CCC(C(N)=O)CC1 (stereo not drawn)	4	-1	1.7	-0.3	-8	13	2	94	-0.7	-4
CC(=O)N1N=C(c2ccc(Cl)cc2)CC1c1ccco1 (stereo not drawn)	-9	3	0.4	0.2	-5	-2	-1	96	1.9	-1
Cn1c(=O)c2c(nc(NCc3ccccc3)n2CC(=O)NCc2ccccc2)n(C)c1=O	12	10	0.4	0.3	-4	2	2	99	3.3	-5
O=C(c1ccco1)c1cn(CC(=O)N2CCCC2)c2ccccc12	-6	4	-1.0	-0.2	5	-2	0	101	1.5	-2
Cc1cccc(N2CC(C(=O)Nc3nnc(SCc4cccnc4)s3)CC2=O)c1 (stereo not drawn)	0	12	-1.7	0.2	-1	-4	2	101	-0.1	-4
O=C(CSc1nnnn1Cc1ccccc1)c1ccccc1F	5	10	0.5	-0.1	0	3	-2	96	-1.7	2
O=C(CSCC(=O)NN=Cc1ccccc1)NN=Cc1ccccc1	-6	3	-1.2	-0.2	0	-3	-1	92	-0.4	-1
CC(C)c1ccc(/C=N/NC(=O)c2ccccc2Cl)cc1	0	-15	-1.7	0.6	18	-4	24	99	-0.3	-5
Cc1ccc2nsnc2c1S(=O)(=O)N1CCN(Cc2ccc3c(c2)OCO3)CC1	0	-6	0.2	0.2	-3	-7	1	100	-0.7	12
Cc1ccc2cccc(OCC(=O)N(C)CC(=O)Nc3ccc(F)cc3)c2n1	-5	5	5.0	-0.2	4	-10	8	96	-0.4	2
COc1ccc(CN(C)C(=O)c2oc3ccccc3c2CSC)cc1F	-4	8	-3.2	0.1	3	-5	-4	97	-0.5	1
CSc1ccc(C2NC(=O)CCC2[N+](=O)[O-])cc1 (stereo not drawn)	5	-2	-0.7	0.0	-8	2	1	97	-0.1	0
Cc1ccc(C(=O)NC(=S)NNC(=O)c2ccccc2)cc1	15	2	1.0	-0.2	-1	0	0	92	0.1	4
COc1cc(C(=O)NCCC(c2ccccc2)c2ccccc2)cc(OC)c1OC	-4	-14	-0.8	0.0	10	-11	-1	95	-0.6	8
O=C(Nc1ccc(Br)cn1)c1ccc2ccccc2c1	-3	-7	3.4	0.1	-3	-1	3	99	-0.4	-9
CC(C)c1cccc(C(C)C)c1NC(=O)c1ccccc1	-1	6	0.4	-0.5	1	-3	2	97	1.2	-7
CCOc1cc(/C=N/NC(N)=O)ccc1OCC(=O)Nc1ccc(C)c(C)c1	9	13	-0.6	0.2	2	-3	-1	93	0.9	-1
CCOC(=O)/C(C#N)=C/c1c(N2CCN(Cc3ccc4c(c3)OCO4)CC2)nc2c(C)cccn2c1=O	9	11	-0.8	-0.2	-3	0	-1	91	1.8	3
NC(=S)C1COc2ccccc2O1 (stereo not drawn)	0	-5	-2.5	-0.3	-2	-1	0	105	-0.3	0
CCC(C)N(C(=O)Cn1cnc2c1c(=O)n(C)c(=O)n2C)C1CCS(=O)(=O)C1 (stereo not drawn)	5	1	-3.5	0.3	10	-4	2	98	1.4	0
CC(C)(CC(=O)O)CC(=O)NCc1c(Cl)cccc1Sc1ccc(Cl)cc1	2	7	-1.5	0.1	-3	15*	1	103	-0.6	-6
O=C(NCc1cccc(F)c1)C1CCN(C(=O)c2sccc2-n2cccc2)CC1	6	18	-4.6	0.7	-4	-1	1	100	0.3	1
COc1cccc(CN(CC2CCCO2)S(=O)(=O)c2ccc(S(=O)(=O)N(C)C)cc2)c1 (stereo not drawn)	3	0	1.3	-0.1	-3	-2	-3	101	2.7	1
COc1nc(Nc2ccc3c(c2)OCO3)nc(OC)n1	5	2	1.1	0.1	12	0	3	100	3.2	6
Clc1ccccc1C1=CC(c2ccco2)n2nnnc2N1 (stereo not drawn)	3	1	-1.9	0.3	-2	-1	-3	99	-0.5	6
Cc1cccc(Oc2c([N+](=O)[O-])c(=O)n(C)c3ccccc23)c1	11	15	-3.5	0.2	3	-2	9	99	-0.4	0
O=C(c1ccco1)N1N=C(c2ccccc2O)CC1c1cccs1 (stereo not drawn)	7	14	-1.8	0.0	-1	-2	-2	98	-1.2	0

Later entries
structure	Cardio protect	MC4R antag cAMP	MC4R barr agon	aDG glyco up	Exocytosis inh	m5-HT2A agonist	Glyco luc inh	ABCB6 inh MLPCN	iPSC survival up	ABHD5-PLIN5 inh
CCCCn1c(-c2c(Cl)c(C)nn2C)n[nH]c1=S	-1	-5	-1.5	-0.1	-4	2	2	94	1.1	-6
Cc1ccc(NC(=O)CCN2C(=O)NC(C)(C)C2=O)cc1F	2	12	-0.9	0.0	3	1	2	97	5.8	2
CSc1nc2ncc(C(=O)O)c(N)n2n1	15	-3	-1.3	-0.2	0	2	4	106	2.8	1
CC(C)c1nc2sc3c(=O)[nH]cnc3c2c2c1CCCC2	-8	-15	4.5	0.2	0	-2	2	99	0.8	-2
Cc1sc2ncnc(SCC(=O)N(C(C)C)C(C)C)c2c1C	-2	9	-2.0	-0.1	0	-1	1	94	1.1	-4
Cc1cc(OCc2cccc(S(=O)(=O)N3CCOCC3)c2)ccc1Cl	-10	-3	0.7	0.1	-3	9	-2	89	-2.1	-4
CC(C)CN(C(=O)c1cccc(Cl)c1)c1c(N)n(Cc2ccccc2)c(=O)[nH]c1=O	7	3	-0.8	0.3	-3	5	-1	96	-0.6	3
O=C(NCCc1ccc(Cl)cc1)C(=O)Nc1cc2c3c(c1)CC(=O)N3CCC2	42	10	0.8	0.0	-6	7	1	95	0.5	10
CSc1ccccc1OCc1cc(C(=O)NC(C)c2cnn(C)c2)no1 (stereo not drawn)	2	-5	1.0	0.0	2	1	-2	102	-0.3	4
CCCNC(=O)C1CCN(S(=O)(=O)c2ccc3c(c2)OCCO3)CC1	-7	16	-1.5	0.1	-1	-4	0	102	0.5	-3
Brc1ccc(Cn2c(-c3cncs3)nc3ccccc32)cc1	-5	-10	0.6	1.0	-4	-5	-3	97	0.1	3
O=S(=O)(NCC(c1ccco1)N1CCCCC1)c1ccccc1C(F)(F)F (stereo not drawn)	-15	-1	-0.2	0.2	0	1	-4	97	-1.3	5
CCN(CC)c1ccc(NC(=O)CSc2nc3ccccc3c(=O)[nH]2)cc1	36	16	-1.1	-0.1	0	1	1	96	0.6	-5
COC(=O)c1ccc(COc2ccc(C=O)cc2OC)o1	-10	3	0.5	1.1	-2	-2	1	98	1.0	1
CCOC(=O)c1cc(OCC)c2c(ccc3cc(OC)ccc32)n1	4	7	-2.5	0.0	-1	2	-2	97	1.0	9
COC(=O)C(=O)/C=C(\O)c1ccc(C)cc1	2	6	1.6	-0.2	-2	-1	2	97	5.7	3
O=C(Nc1ccc(F)cc1F)NC1CCCc2ccccc21 (stereo not drawn)	5	-6	-1.4	0.2	-2	2	nt	92	-0.1	-6
CCc1cc2c3c(c1)C(C)CC(C)(C)N3C(=O)/C2=C1\SC(=O)NC1=O (stereo not drawn)	-4	2	-0.2	0.0	4	-2	0	83	-0.7	-6
